High-throughput results deposited in PubChem by National Center for Advancing Translational Sciences (NCATS).
GLP1R ag = GLP-1 receptor (human) agonism | HEK293 GLP-1R CRE-luciferase, luminescence, 4-6 h; cells express a hypersensitive GLP-1R form | AID 624172 | Potency, µM (titrated, usually from 45.6 µM), without a hit: top-dose activation, hits mostly activators | P43220 | 0.007% of 380,000 active; further: potency means the concentration at half of the fitted maximal effect; % of control where 0% means no effect
Target sequence (P43220 whole entry, looked up): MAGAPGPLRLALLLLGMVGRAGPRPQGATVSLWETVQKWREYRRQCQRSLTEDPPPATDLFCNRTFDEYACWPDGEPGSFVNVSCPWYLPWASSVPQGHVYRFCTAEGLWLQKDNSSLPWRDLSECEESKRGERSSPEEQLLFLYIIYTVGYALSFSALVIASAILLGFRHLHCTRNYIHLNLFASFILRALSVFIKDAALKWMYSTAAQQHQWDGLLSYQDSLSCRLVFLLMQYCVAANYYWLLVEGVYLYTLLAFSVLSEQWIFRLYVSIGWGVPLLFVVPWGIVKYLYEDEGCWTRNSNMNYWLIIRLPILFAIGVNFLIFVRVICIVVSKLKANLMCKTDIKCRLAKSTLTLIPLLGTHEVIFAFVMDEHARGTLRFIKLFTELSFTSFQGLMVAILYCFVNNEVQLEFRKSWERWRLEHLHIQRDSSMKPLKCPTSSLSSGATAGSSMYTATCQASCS
PLK1 PBD inh = inhibitors of human PLK1 polo-box domain binding; P53350; Potency, µM, for inactives: max response, negative = inhibition, most hits filed as inhibitors; 2.8% of 360,000 active; AID 720504; Plk1 PBD binding of FITC phosphopeptide, fluorescence polarization; further: potency means the concentration at half of the fitted maximal effect; series mostly up to about 57 µM; on the % scale 0 is the no-effect control and ±100 the full control effect; nearly all actives have a fitted effect of over 65% in size
Target sequence (P53350 whole entry, looked up, the tested form may be a part): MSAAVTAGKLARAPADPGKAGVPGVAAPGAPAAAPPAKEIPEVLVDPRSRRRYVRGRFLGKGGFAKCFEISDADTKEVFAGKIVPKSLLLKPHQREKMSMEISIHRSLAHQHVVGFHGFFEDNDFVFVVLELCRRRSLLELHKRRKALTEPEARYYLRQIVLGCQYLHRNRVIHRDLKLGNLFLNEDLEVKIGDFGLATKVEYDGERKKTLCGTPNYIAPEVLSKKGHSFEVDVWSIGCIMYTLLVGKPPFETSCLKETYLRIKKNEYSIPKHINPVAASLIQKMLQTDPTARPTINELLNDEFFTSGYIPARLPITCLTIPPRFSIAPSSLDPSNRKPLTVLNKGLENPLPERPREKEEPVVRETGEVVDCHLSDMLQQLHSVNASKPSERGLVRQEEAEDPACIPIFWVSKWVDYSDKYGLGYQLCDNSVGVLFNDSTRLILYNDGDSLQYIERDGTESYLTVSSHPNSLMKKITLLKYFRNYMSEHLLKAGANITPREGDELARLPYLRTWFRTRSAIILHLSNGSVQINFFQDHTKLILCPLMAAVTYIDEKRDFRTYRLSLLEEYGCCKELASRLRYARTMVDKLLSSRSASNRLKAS
EPAC1 ag = EPAC1 (human) agonism | 0.073% of 360,000 active | EPAC1 agonist qHTS, biochemical assay; response scale: 100% = response to 6.5 mM cAMP | Potency, µM (top dose mostly 154 µM), for inactives: at the top dose activation, most hits filed as activators | O95398 | AID 720707; further: potency means the concentration at half of the fitted maximal effect; nearly all actives have a fitted effect of over 60% in size
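Normalized to 6.5 mM cAMP, activity reflects EPAC1-catalysed release of BODIPY-GDP from Rap1B, followed kinetically over 30 min at 480 nm excitation, 540 nm emission. Reaction contained 100 nM EPAC1, 250 nM Rap1B-BODIPY-GDP, 50 uM GDP.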
GLP1R inv ag = inverse agonists of human GLP-1 receptor; P43220; HEK293 GLP-1R CRE-luciferase, luminescence, 24 h; GLP-1R form is constitutively active; AID 624417; Potency, µM (series often up to 38.3 µM), inactives show top-dose activity change, negative = inhibition, actives largely listed as inhibitors; 1.6% of 410,000 active; further: potency means the concentration at half of the fitted maximal effect; on the % scale 0 is the no-effect control and ±100 the full control effect; nearly all actives have a fitted effect of over 55% in size
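GLP-1R inverse agonism mode: basal reporter luminescence in engineered HEK293 cells measured after one day of compound exposure at 37 deg C, with a 12 min room-temperature detection step.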
IL-2 act = activators of IL-2 | IL-2 activation reporter assay, cell-based qHTS; stimulated with anti-CD3/CD4/CD28 beads; in transgenic mouse T cells | activation, % (series mostly up to about 46 µM) | 0.065% of 360,000 active; in the data active means activation above about 50%; inconclusive means mostly about 30% to 49%; further: 0% is about no effect
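Readout: EGFP and DsRed signals by fluorescent plate cytometry. Unstimulated transgenic mouse T cells received compound 60 min before antibody-bead stimulation, then incubated 18 h at 37 degrees C.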
PTHR1 agonist = activates the human parathyroid hormone receptor PTHR1; 0.075% of 410,000 active; Q03431; Potency, µM (highest dose often 115 µM), for inactives: at the highest dose activation, usual class: activators; HEK293 GP2 PTHR1 cells, GloSensor cAMP luminescence, 1 h; further: potency means the concentration at half of the fitted maximal effect; nearly all actives have a fitted effect of over 55% in size; some results filed as inactive show a strong effect at the top dose; inactives centre near -15; many of its hits are not listed in these tables
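HEK-293-derived GP2 cells expressing PTHR1 and a GloSensor cAMP reporter, 3,000/well, plated overnight, given luciferin plus IBMX (each 0.5 mM as added) for 1 h at 37 °C, then compound for 1 h at 37 °C. Luminescence was read after 15 min at room temperature.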
HEK293 tox = cytotoxic in the GLP-1 receptor inverse agonist counter-screen; Potency, µM (series often up to 38.3 µM), for the others: top-dose activity change, negative = inhibition, actives largely listed as inhibitors; 0.13% of 410,000 active; HEK293 cAMP-luciferase reporter cells, luminescence, 24 h;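 further: loss of luciferase light is scored as toxicity; potency means the concentration at half of the fitted maximal effect; on the % scale 0 is the no-effect control and ±100 the full control effect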
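Cells in DMEM/10% Nu serum/1% pen-strep, 1536-well format. Pre-incubated 12 h, dosed with 23 nL compound, incubated a further 24 h. Luciferase detection, 12 min at room temp, luminescence.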
PI5P4Ka inh = inhibitors of human PI5P4K alpha; 1.2% of 330,000 active; PI5P4Kalpha enzyme, ADP-Glo luminescence, 60 min; stronger effect = lower value; max response, %; P48426; active means max response of -50% or lower; inconclusive means between -30% and -50%; inactive means -30% or higher; further: value at the top dose of about 77 µM; on the % scale 0 is the no-effect control and ±100 the full control effect
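Compounds were pin-transferred onto PI5P4Kalpha and substrate in HEPES pH 7.4 buffer with EGTA, CHAPS and 5% DMSO. ATP (5 microM final) started the reaction, which ran 60 minutes at room temperature before ADP-Glo detection.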
EPAC1 antagonist = EPAC1 (human) antagonism. EPAC1 GEF assay, Rap1b-BODIPY-GDP exchange fluorescence. Potency, µM (titrated, usually from 115 µM), without a hit: top-dose activity change, negative = inhibition, actives largely listed as inhibitors. 0.14% of 360,000 active. AID 720709;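 further: potency means the concentration at half of the fitted maximal effect; plate controls were vehicle for no effect and positive control for full effect; nearly all actives have a fitted effect of over 50% in size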
The depositor's hits bear a star; i = inactive; u = inconclusive; x = no result given; & = joins results of further samples; [ ] = remark or other dose. Unless noted, the call rests on the fitted dose curve; in most records, active means well fitted curve in the direction sought with a large enough effect; inconclusive means small, poorly fitted or top-dose-only effect, or another doubt; inactive means no such curve, though single readings can be large; an effect the other way counts as inactive or inconclusive.

SMILES	GLP1R ag	PLK1 PBD inh	EPAC1 ag	GLP1R inv ag	IL-2 act	PTHR1 agonist	HEK293 tox	PI5P4Ka inh	EPAC1 antagonist
CCOC(=O)CSc1nnc(-c2ccc(S(=O)(=O)N3CCOCC3)cc2)n1-c1ccccc1	-4%	u	8%	15%	-1.4	-7%	0%	-5	-4%
COc1ccc([C@H]2CC(=O)C=C(c3ccc(F)cc3OCc3ccccc3)C2)cc1	6%	-3%	5%	u	-0.6	i	1%	11	7%
COc1ccc(S(=O)(=O)N2CCC(C(=O)N3CCc4ccccc4C3)CC2)cc1C	-2%	-9%	13%	-1%	-1.5	-21%	-1%	x	-10%
CC(C)c1ccc2c(c1)C(c1ccc(N3CCOCC3)cc1)=NNC(c1cccs1)=N2	18%	3%	6%	0%	0.1	i	4%	2	-1%
CCC(=NCc1ccccc1)c1c(C(F)(F)F)[nH]n(-c2nc3ccccc3s2)c1=O	-11%	-10%	0%	26%	-0.6	i	3%	-3	-3%
COc1ccc(N2C(=O)CC(N3CCC(C(N)=O)CC3)C2=O)cc1 (configuration not stated)	5%	-2%	3%	0%	-2.9	i	9%	x	4%
C=CCSc1nnc(Cc2cc(=O)[nH]c(=O)[nH]2)n1-c1cc(C)ccc1C	-13%	-13%	1%	10%	0.0	i	2%	4	-19%
COc1ccc(Cl)c(NC(=O)Nc2c(C)n(-c3ccccc3)c(=O)n2C)c1	-4%	1%	-2%	0%	0.2	-16%[57.5 µM]	-11%	-6	-11%
C/C(CC(=O)Nc1ccc2c(c1)OCO2)=N\NC(=O)OC(C)(C)C	18%	u	8%	6%	-1.7	i	9%	1	2%
C=CCc1cccc2cc(C(=O)Nc3ccc(S(=O)(=O)Nc4nnc(CC)s4)cc3)c(=O)oc12	5%	21µM*	1%	-6%	-3.0	i	5%	3	11%
COc1ccc(NC(=O)CSc2nnc(-c3ccccn3)n2N)cc1	-9%	-2%	-1%	-2%	-1.1	i	0%	x	10%
CCCn1c(CCC(=O)O)ccc1-c1ccccc1	-1%	12µM*	1%	11%	-0.4	i	25%	u	8%
O=C(NCCN1CCN(C(=O)c2cccs2)CC1)c1cccs1	-1%	-13%	-8%	8%	-3.4	i	0%	x	11%
C/C(=N\NC(=O)c1ccccc1)c1ccc2c(c1)OCO2	-7%	-2%	1%	1%	-2.8	-15%[57.5 µM]	0%	x	13%
O=C(N/N=C/c1cc(Cl)cc([N+](=O)[O-])c1O)NC12CC3CC(CC(C3)C1)C2	-6%	u	10%	u	-2.0	-37%[inhibitor]	-22%	-69*	-7%
CC1=NN(C(=O)COc2ccccc2C)C(O)(c2ccc(Cl)cc2)C1 (configuration not stated)	-5%	-8%	-5%	10µM*	-2.2	i	u	4	-11%
Cc1[nH][nH]c(=O)c1C(c1ccc([N+](=O)[O-])cc1)c1c(C)[nH][nH]c1=O	-3%	27µM*	-4%	-14%	-0.3	i	0%	5	u
CCCCOc1ccc(C(=O)NCC(=O)N(C)CC(=O)Nc2ccc(N3CCOCC3)cc2)cc1	11%	-12%	0%	10%	-2.4	-45%[inhibitor]	-1%	-1	-12%
CC1CC(C)(C)NC2(CCCC2)N1 (configuration not stated)	0%	8%	7%	8%	0.5	-4%	26%	-6	1%
COc1ccc(CC(NC(C)=O)C(=O)NC2CCN(C(=O)C3CCCCC3)CC2)c(OC)c1 (configuration not stated)	7%	-5%	-4%	14%	-0.3	-15%	19%	-11	5%

Two neighbouring compounds out of the list so far, for reference:
SMILES	GLP1R ag	PLK1 PBD inh	EPAC1 ag	GLP1R inv ag	IL-2 act	PTHR1 agonist	HEK293 tox	PI5P4Ka inh	EPAC1 antagonist
COc1ccc(N2C(=O)CC(N3CCC(C(N)=O)CC3)C2=O)cc1 (configuration not stated)	5%	-2%	3%	0%	-2.9	i	9%	x	4%
C=CCSc1nnc(Cc2cc(=O)[nH]c(=O)[nH]2)n1-c1cc(C)ccc1C	-13%	-13%	1%	10%	0.0	i	2%	4	-19%

Continued.
SMILES	GLP1R ag	PLK1 PBD inh	EPAC1 ag	GLP1R inv ag	IL-2 act	PTHR1 agonist	HEK293 tox	PI5P4Ka inh	EPAC1 antagonist
COc1cc(OC)cc(C(=O)NC(=S)N2CCN(c3ccc(C(F)(F)F)cc3[N+](=O)[O-])CC2)c1	-5%	-15%	20%	u	0.8	i	-7%	-6	-10%
CCOc1ccc(-c2nn(-c3ccc(F)cc3)c3c2cnc2ccc(F)cc23)cc1	1%	x	x	-11%	x	-24%	0%	x	x
Cc1ccc(Cn2c(N3CCN(CCO)CC3)nc3c2c(=O)n(C)c(=O)n3C)cc1	6%	-2%	16%	6%	2.0	i	-22%	7	1%
CCc1ccc2oc(C(=O)NCC(c3ccc(OC)cc3)N3CCCCC3)c(C)c2c1 (configuration not stated)	-1%	1%	-3%	u	-4.1	-27%&-37%	4%&-4%	-1	-6%
O=C(Nc1cccc(-c2csc(Nc3ccc(Cl)cc3)n2)c1)c1cc([N+](=O)[O-])cc(C(F)(F)F)c1	2%	-16%	-4%	u	-3.3	-29%	-10%	-8	-9%
CN(C(=O)c1ccc2c(=O)n3c(nc2c1)CCCCC3)c1ccccc1	7%	1%	0%	3%	0.1	i	3%	2	5%
CC12CCC(C(=O)N(CC(O)CN3CCCCCC3)C1=O)C2(C)C (configuration not stated)	-2%	-3%	10%	4%	-3.0	i	1%	-1	4%
O=C(CCSCc1ccccc1Cl)NC1CCCC1	0%	-6%	11%	-20%	4.3	-10%	11%[1.53 µM]	-1	16%
O=Cc1c(NCc2ccc(F)cc2)c2ccccc2[nH]c1=O	20%	-9%	1%	6%	5.1	-11%	-3%	-1	2%
COc1ccccc1C(C[N+](=O)[O-])c1c(N)n(C)c(=O)n(C)c1=O (configuration not stated)	-11%	-9%	-11%	2.8µM*	-0.8	-33%[inhibitor]	u	-9	-6%
CCOC(=O)Cn1c(=NC(=O)c2cc(-c3cccs3)nc3ccccc23)sc2cc(S(N)(=O)=O)ccc21	-32%[inhibitor]	-10%	-8%	u	-1.3	i	-4%	-26	-15%
C=CCn1c(SCC(=O)NCC2CCCO2)nnc1-c1ccccc1 (configuration not stated)	-2%	-6%	13%	22%	-2.5	i	10%	-1	-2%
Cn1nccc1NS(=O)(=O)c1ccc(NC(=O)C(F)(F)F)cc1	0%	2%	1%	3%	-1.8	i	23%	4	0%
O=C(c1cc2c(s1)CCCC2)n1cccn1	-1%	-6%	2%	27%	-0.5	-32%[inhibitor]	-2%	-6	15%
CCn1c(CSc2nc(C)cs2)nc2cc(S(=O)(=O)N(C)C)ccc21	4%	27µM*	6%	-4%	1.5	i	18%	4	-12%
CCn1c(SCC(=O)Nc2nc(-c3ccc(C)cc3)cs2)nnc1-c1ccccc1	-3%	-3%	8%	-14%	-1.9	-3%[57.5 µM]	-16%	x	-9%
CC(=O)Nc1ccc(C(=O)N/N=C/c2ccncc2)cc1	0%	0%	4%	-6%[7.66 µM]	2.3	i	8%[7.66 µM]	1	0%
COc1ccc(CCNC(=O)c2ccc(CS(=O)(=O)Cc3ccc(C)cc3)o2)cc1OC	9%	4%	10%	14%	-3.8	i	-27%	-1	0%
O=C(Cc1ccccc1)N/N=C/c1ccc(OC(=O)/C=C\c2ccco2)cc1	-1%	-1%	-5%	-1%	0.2	-2%[57.5 µM]	-21%	0	2%
Cc1ccc(S(=O)(=O)NN=Cc2ccccc2Cl)cc1	2%	-2%	11%	1%	0.3	i	1%	4	3%
OC(CN1CCCCC1)Cn1c2ccc(Cl)cc2c2cc(Cl)ccc21 (configuration not stated)	-2%	1%	4%	u	-3.9	-17%	u	23	-9%
Nc1cc(OC(=O)c2ccccc2Br)nn1S(=O)(=O)c1ccccc1	-17%	u	6%	u	0.0	-6%[57.5 µM]	-12%	0	-9%
COCCCN1C(=O)c2ccccc2C1C(=O)NC1CCCCCC1 (configuration not stated)	-9%	0%	-13%	-1%	0.9	i	-13%	x	8%
COc1ccc(Cc2noc(-c3ccc([N+](=O)[O-])cc3)n2)cc1OC	29%	3%	2%	21%	-0.3	-42%[inhibitor]	3%	1	-8%
O=C(c1ccccc1[N+](=O)[O-])N1CC2C3C=CC(C3)C2C1 (configuration not stated)	10%	-1%	-2%	15%	0.5	i	-20%	-8	-13%
CCC(=O)c1ccc(OCC(O)Cn2nc(C)c(Br)c2C)cc1 (configuration not stated)	-5%	2%	5%	u	2.7	-7%	0%	8	3%
C/C(=N\NC(=O)C1CC1c1ccccc1)c1ccc(C)s1 (configuration not stated)	9%	-9%	-5%	-1%	-0.9	-1%	-19%	7	-5%
C[C@@H]1CCC2[C@](C)(CO)[C@@H](O)CC[C@]2(C)[C@@]12CCC(CO)(CCO)O2 (some centres not stated)	-6%	27µM*	-3%	8%	0.9	13%	-4%	1	10%
Cc1ccc(CCNC(=O)C2CCCN(S(=O)(=O)c3c(C)noc3C)C2)cc1 (configuration not stated)	-7%	-3%	-2%	u	-0.8	-16%	-26%	-2	-3%
CCn1nc(C(=O)O)c(=O)c2cc3c(cc21)OCO3	-6%	-2%	-14%	u	-0.6	u	-12%	-2	-15%
CC(C)(C)OC(=O)C[C@H]1C/C=C\C[C@@H](CC(=O)N(CCO)Cc2ccccc2)C(=O)N2CCC[C@@H]2COC1=O	1%	0%	-17%	0%	-0.4	-7%	5%	3	19%
Cc1ccc2c(COC(=O)c3n[nH]c4ccccc34)cc(=O)oc2c1	2%	3%	1%	20%	0.2	-20%	u	-13	2%
Cc1nc2cc(NC(=O)c3cccc(S(C)(=O)=O)c3)ccc2o1	10%	-15%	10%	16%	0.2	-14%	1%	-1	10%
COc1cc(OC)c(C(=S)N2CCCC2)cc1OC	-2%	12µM*	3%	12%	2.9	-21%	0%	-13	17%

An excerpt (hit frequency here may not be typical).
